BoNT A protease: BoNT/A light chain protease inhibitors, primary screen, biochemical, flow cytometry, MLPCN library; Botulinum neurotoxin type A light chain protease (Clostridium botulinum A str. ATCC 3502); multiplex microsphere protease substrate cleavage; inhibition, % at 10 µM; 360,000 tested, 0.17% active; AID 588499, 2011; also: plate controls were buffer without enzyme for full effect and enzyme alone for no effect
PfHsp40 rescue: rescue of yeast from PfHsp40 toxicity, primary screen, S. cerevisiae, ATP luminescence. 340,000 tested, 0.68% active. S. cerevisiae expressing PfHsp40, growth rescue. growth rescue, % at 12.5 µM. AID 504582, 2011; in the data active = growth rescue above about 28%, passing the limit was not always enough; inconclusive = no clear call, values can overlap the other calls;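 also: yeast W303a lacking pdr1 and pdr3 grown in galactose medium; growth measured after three days at 30 °C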
PrPC surface inh: inhibitors of human cell surface prion protein PrPC, primary screen, cell-based, TR-FRET; inhibition, % at 13.8 µM; TR-FRET read-out; Major prion protein (Homo sapiens), P04156; 370,000 tested, 0.43% active; in the data active = inhibition above about 24%; also: 0% = median of the test wells and 100% = reference compound wells
Anthrax LF prot: Bacillus anthracis LF protease inhibitors, primary screen, biochemical, multiplex microsphere, MLPCN library. Lethal factor (Bacillus anthracis), P15917. multiplex microsphere protease cleavage assay. inhibition, % at 10 µM. 360,000 tested, 0.12% active; also: plate controls were buffer without enzyme for full effect and enzyme alone for no effect
TcdB GH inh: TcdB glycohydrolase inhibitors, primary screen, biochemical, single point, plate reader | Toxin B (Clostridioides difficile), P18177 | TcdB glycohydrolase enzymatic assay | inhibition, % at 9.99 µM | 350,000 tested, 0.24% active | AID 652162, 2013; in the data active = inhibition above about 10%
FadD28 binding: inhibitors of FadD28 bisubstrate probe binding, primary screen, biochemical, fluorescence polarization, single point | inhibition, % at 12.5 µM | Mycobacterium tuberculosis FadD28 fatty-acid-AMP ligase | 360,000 tested, 0.22% active | AID 588549, 2011; in the data active = inhibition above about 8.5%, passing the limit was not always enough; inconclusive = no clear call, values can overlap the other calls
BoNT-F LC inh: BoNT/F light chain protease inhibitors, primary screen, biochemical, flow cytometry, MLPCN library | Botulinum neurotoxin type F light chain protease (Clostridium botulinum) | Multiplex microsphere protease cleavage assay | inhibition, % at 10 µM | 360,000 tested, 0.22% active; in the data active = inhibition above about 35%, passing the limit was not always enough; inconclusive = no clear call, values can overlap the other calls; also: plate controls were buffer without enzyme for full effect and enzyme alone for no effect
CCHF vOTU inh: CCHFV vOTU protease inhibitors, primary screen, biochemical, Pep-AMC substrate, fluorescence; Crimean-Congo hemorrhagic fever virus L polyprotein viral ovarian tumor (vOTU) protease …; inhibition, % at 11.5 µM; 370,000 tested, 0.55% active; AID 651958, 2012; in the data active = inhibition above about 30%; also: 0% = vehicle wells with enzyme and 100% = no enzyme wells
Y pestis TopoI: Yersinia pestis topoisomerase I inhibitors, primary screen, biochemical, cleavage product accumulation, plate reader, single point | 360,000 tested, 0.064% active | Y. pestis Topo-I cleavage product accumulation | activity, % at 10 µM | DNA topoisomerase I (Yersinia pestis CO92); in the data active = activity above about 50%, passing the limit was not always enough; inconclusive = no clear call, values can overlap the other calls; also: inactives centre near 2
* marks the source's active call; other numbers are inactive results; ? = inconclusive; . = not tested or not shown. Rule as the data show it, unless noted: active = inhibition above about 30%; inconclusive = no clear call, values can overlap the other calls; inactive = below that. Hits appear at their usual frequency; any-hit rate near 2.3%.

SMILES	BoNT A protease	PfHsp40 rescue	PrPC surface inh	Anthrax LF prot	TcdB GH inh	FadD28 binding	BoNT-F LC inh	CCHF vOTU inh	Y pestis TopoI
Cc1cc(C)nc(N2CCC(C(=O)NC3CCCc4ccccc43)CC2)n1 (configuration not stated)	6.3	0.2	1	0	.	-0.3	8	1	4
Cc1ccc2c(c1)C(=O)CC(c1ccc3c(c1)OCCO3)O2 (configuration not stated)	-3.2	-4.0	1	-20	0.8	-0.3	-16	-1	11
O=C1NC(=S)N/C1=C\c1cccc([N+](=O)[O-])c1	1.3	-0.8	-18	-1	0.9	-1.0	4	10	1
CN(C(=O)c1ccccc1C(=O)OCC(=O)Nc1cccc(Br)c1)c1ccccc1	.	1.7	2	.	0.6	-0.6	.	-1	5
C[C@H]1O[C@H](O[C@H]2[C@H](O[C@@H]3CC[C@@]4(C)C(CC[C@]5(C)C4CC=C4[C@@H]6CC(C)(C)CC[C@]6(C(=O)O[C@@H]6O[C@H](CO)[C@@H](O)[C@H](O)[C@H]6O)CC[C@]45C)C3(C)C)O[C@H](C(=O)O)[C@@H](O)[C@@H]2O)[C@@H](O)[C@@H](O)[C@@H]1O (some centres not stated)	-1.4	-0.6	4	-10	-0.3	-7.0	-18	-7	8
COc1ccc(-c2ccc3c(c2)C2CC3CCN2C(=O)C2CCCCC2)cc1 (configuration not stated)	0.1	-0.2	7	3	1.2	1.7	0	-1	26
CCOC(=O)c1cc2ccc(OC)cc2oc1=O	1.3	0.1	2	-5	.	-1.7	-7	-219	-4
Cc1ccc(NC(=O)Cn2c3ccc(F)cc3c3nc4n(c(=O)c32)CCS4)cc1F	-1.1	0.4	0	-4	1.7	1.1	0	8	-6
Cc1c(Cl)cccc1NC(=S)NCC(C)C	-0.1	-1.7	1	-1	0.3	-2.7	-3	-14	4
CCOC(=O)c1c(N)sc2c(OC)c(Br)ccc12	-0.5	21	-5	-18	.	-3.1	?	28	-8
Cc1cccc(CSc2nnc(-c3cnccn3)n2C)c1	0.2	-0.7	2	-16	2.0	-3.3	?	2	-2
CCCCCC(=O)Nc1cc2[nH]c(=O)cc(COC)c2cc1C	0.8	-0.3	-2	1	.	0.2	4	4	-2
Cc1ccc(/C=C/C(=O)c2c(C)nc3ccccn23)cc1	-0.8	5.1	12	2	.	-1.1	-3	0	5
O=C(O)CNS(=O)(=O)c1ccc2c(c1)C(=O)c1cc(S(=O)(=O)NCC(=O)O)ccc1-2	-3.4	0.1	-71	6	-0.8	-1.1	-17	17	6
c1ccc(-n2ncc3c(N4CCN(CCOc5cccc6ccccc56)CC4)ncnc32)cc1	0.6	1.5	7	1	.	-0.1	5	-6	0
CCOc1ccc(-c2nnc(SCC(=O)N3CCN(c4ccccc4)CC3)o2)cc1	-0.2	0.6	4	-9	0.0	-1.6	-2	8	0
Cc1c(=O)n(OCc2ccccc2)c2ccccc2[n+]1[O-]	-0.1	-0.5	-20	-2	.	1.6	-6	-2	3
COc1cc(/C=C/C(=O)OCC(=O)NCc2cccs2)ccc1OCC#N	-1.4	0.2	3	0	.	-1.6	-24	-8	-7
Cc1nn(-c2ccccc2)c(C)c1C(=O)OCC(=O)N(C)c1c(N)n(Cc2ccccc2)c(=O)[nH]c1=O	.	1.7	-4	.	2.3	-0.7	.	0	17
Cn1c(CCNC(=O)c2ccco2)nc2cc([N+](=O)[O-])ccc21	0.2	-0.1	-14	-2	2.1	1.2	-4	-5	9
O=C(CC1SC(N2CCOCC2)=NC1=O)Nc1ccc(Cl)c(C(F)(F)F)c1 (configuration not stated)	-0.3	0.8	2	-9	0.4	-2.2	5	5	-3
Cc1ccc([C@H]2C[C@@H](n3cc(COC(=O)c4ccccc4)nn3)[C@H](O)CN2Cc2cccs2)cc1	0.0	.	-1	7	0.9	-3.3	-4	0	18
COc1ccc(/C=C/C2=CC(C)(C)NC(=S)N2)cc1	-0.2	4.3	-3	-6	2.8	-2.8	0	-7	-10
COc1ccc(C2=C/C(=C\c3ccccc3OC(C)=O)C(=O)O2)cc1	-1.3	0.8	0	-15	1.0	-0.2	9	7	0
Cc1cc(Br)cc2c(C(=O)NCC3CCCO3)cc(-c3cccs3)nc12 (configuration not stated)	1.2	0.3	7	-1	-10	-2.1	-2	9	12

A second format for two compounds above.
c1ccc(-n2ncc3c(N4CCN(CCOc5cccc6ccccc56)CC4)ncnc32)cc1
  BoNT A protease: 0.6; PfHsp40 rescue: 1.5; PrPC surface inh: 7; Anthrax LF prot: 1; TcdB GH inh: .; FadD28 binding: -0.1; BoNT-F LC inh: 5; CCHF vOTU inh: -6; Y pestis TopoI: 0
Cc1ccc(NC(=O)Cn2c3ccc(F)cc3c3nc4n(c(=O)c32)CCS4)cc1F
  BoNT A protease: -1.1; PfHsp40 rescue: 0.4; PrPC surface inh: 0; Anthrax LF prot: -4; TcdB GH inh: 1.7; FadD28 binding: 1.1; BoNT-F LC inh: 0; CCHF vOTU inh: 8; Y pestis TopoI: -6

Following part
SMILES	BoNT A protease	PfHsp40 rescue	PrPC surface inh	Anthrax LF prot	TcdB GH inh	FadD28 binding	BoNT-F LC inh	CCHF vOTU inh	Y pestis TopoI
COC(=O)c1ccc(NC(=S)NCCc2cccc(C)c2)cc1	0.8	4.5	1	-3	.	0.1	-9	-2	0
O=S(=O)(c1ccc(Br)cc1)N1CCOC12CCCCC2	-0.1	0.0	5	-6	1.7	-1.8	-4	22	0
CC(=O)Nc1ccc(C2=CC(=O)C[C@H](c3ccc4c(c3)OCO4)C2)cc1	-3.7	5.4	-11	-2	-7.1	-7.0	-18	13	19
Cc1cc(C)nc(SCc2cc(=O)c(OC(=O)c3ccc(Cl)c([N+](=O)[O-])c3)co2)n1	0.7	1.1	-4	0	.	-2.7	-2	-1	6
COc1ccc(C(=O)NCc2cn3cccc(C)c3n2)cc1OC	-1.5	0.5	4	-12	1.9	-2.3	-10	-7	1
CCn1cc(C(C)NC(=O)Nc2ccc3c(c2)OCO3)c(C)n1 (configuration not stated)	-2.2	0.7	8	-5	0.3	-1.0	-5	-4	5
CC(C)C(=O)Nc1ccc2c(c1)nc(CCN1CCN(c3ccccn3)CC1)n2C	0.6	1.9	-2	13	-4.5	0.1	14	-10	0
COc1ccc(N2CCN(C(CNC(=O)C(=O)NCCc3c[nH]c4ccccc34)c3ccco3)CC2)cc1 (configuration not stated)	-2.1	0.9	-5	-4	.	1.1	-11	7	-1
C/C(N)=C(/C#N)C(=O)CSc1nc2ccccc2n1CC(C)C	-1.7	-1.0	2	0	0.7	0.2	1	-11	5
CC1=C(C)CC(C(=O)Nc2ccc(C(=O)N3CCOCC3)cc2)C(C(=O)O)C1 (configuration not stated)	-0.9	-1.1	5	4	1.9	-2.2	-10	12	-7
CCC(=O)NCC(c1cccs1)N1CCOCC1 (configuration not stated)	0.5	-1.3	0	2	-0.3	-3.3	2	-4	3
COc1ccccc1CCC(=O)Nc1ccc(C)cc1Cl	0.5	1.0	14	-1	0.2	1.0	-1	-2	-2
CCC(C)NC(=O)C1CCN(S(=O)(=O)CC)CC1 (configuration not stated)	-0.9	-0.6	2	-4	1.2	-0.2	-4	-9	-5
O=C(O)C1CCC(C(=O)O)O1 (configuration not stated)	1.4	-1.5	-6	-1	1.3	-0.3	-10	11	9
CCN(C(=O)COC(=O)c1ccc([N+](=O)[O-])o1)C1CCCCC1	0.5	-1.8	-28	-7	2.8	-0.4	-1	20	2
O=C(Nn1cnnc1)c1cccc(S(=O)(=O)N2CCOCC2)c1	-1.1	-1.8	-9	-6	.	-0.5	-5	-6	1
CC1O[C@@H](OC2C(O)C(C)O[C@H](OC(=O)[C@]34CCC(C)(C)C[C@H]3C3=CCC5[C@@]6(C)CC(O)C(O[C@@H]7OC(CO)C(O)[C@@H](O)[C@@H]7O)[C@@](C)(C(=O)O)C6CC[C@@]5(C)[C@]3(CO)CC4)C2O[C@H]2OC(C)[C@@H](O[C@@H]3OCC(O[C@@H]4OC(CO)C(O)[C@H](O)C4O)[C@@H](O)[C@@H]3O)[C@H](O)C2O)C(O)C(O)C1O (some centres not stated)	-0.5	-0.8	-1	-2	-0.1	-3.1	-4	-10	3
COc1ccc(CCNC(=O)c2cc(=O)n(C)c(=O)n2C)cc1OC	-0.3	0.8	-2	1	0.9	-4.2	-1	2	-7
CN(C)c1cccc(CNC(=O)c2ccc3sc([C@H]4C[C@H](O)[C@@H](CO)O4)nc3c2)c1	0.2	.	-6	8	-2.0	-1.2	5	4	-12
C/C(=N\NC(=O)c1cc(C(C)(C)C)[nH]n1)C12CC3CC(CC(C3)C1)C2	0.1	0.2	6	1	-0.4	-1.6	3	-11	25
Cc1cc(OCC(=O)Nc2ccc(S(=O)(=O)N3CCN(C)CC3)cc2)ccc1Br	-1.1	1.6	4	4	1.7	-2.5	-11	28	16
CCOc1ccc(Cl)cc1CSc1n[nH]c(CC)n1	-0.7	0.5	2	-1	.	-0.7	-3	-8	0
O=C(CCC(=O)c1ccc(F)cc1)NN1C(=O)NC2(CCCCC2)C1=O	1.3	-0.5	0	-4	-0.7	0.4	-7	-11	-1
Cc1ccnc(NC(=O)C23CC4CC(CC(C4)C2)C3)c1	-0.7	-1.1	6	-1	.	-1.8	-6	8	3
CCOc1ccc(NS(=O)(=O)c2cc(C(=O)N3CC(C)OC(C)C3)ccc2C)cc1 (configuration not stated)	-0.1	-0.5	-2	0	1.8	0.0	-14	-5	8

Additional structures.
SMILES	BoNT A protease	PfHsp40 rescue	PrPC surface inh	Anthrax LF prot	TcdB GH inh	FadD28 binding	BoNT-F LC inh	CCHF vOTU inh	Y pestis TopoI
Cc1ccc(NC2CCCN(C(=O)c3ccc4[nH]ccc4c3)C2)cc1C (configuration not stated)	0.0	0.4	6	-6	-0.8	1.3	-7	0	9
Cc1nc2ccccc2c(=O)n1/N=C/c1cc(Br)ccc1O	0.3	5.5	7	6	1.1	-1.3	-34	-2	-1
CC(C)Cc1cc(C(=O)N2CCC(N3CCC(C(=O)NC4CC4)CC3)CC2)n[nH]1	0.5	-1.0	-9	-9	0.7	-3.4	-1	9	-4
O=C(Cn1nnc2ccccc2c1=O)NCCc1ccc(Cl)cc1Cl	0.1	-1.2	-10	0	0.3	-2.1	-2	13	5
O=S(=O)([O-])CCC[n+]1c(SCCCS(=O)(=O)O)sc2ccc(Cl)cc21	0.3	1.6	6	0	-3.7	-2.6	0	6	4
CC(=O)Nc1ccccc1NC(=O)c1ccc(C)c(C)c1	-0.1	-1.6	0	6	1.0	-4.6	-1	5	2
O=C1C(=O)N(Cc2cccnc2)C(c2cccc(Br)c2)/C1=C(/O)c1ccc2c(c1)OCO2 (configuration not stated)	0.3	-0.1	4	-1	0.9	-1.9	13	-2	1
CNC(=S)N/N=C/c1ccc(N2CCOCC2)s1	-0.3	4.6	-2	-1	-1.9	2.8	-10	7	-1
Cc1cc(NC(=O)CSCC(=O)Nc2ccc(C)c(C)c2)no1	0.2	-0.3	-9	-3	0.4	-0.5	-6	-6	3
COc1ccc(N(CC(=O)NCCSCc2ccco2)S(=O)(=O)c2ccc(C)cc2)cc1	-0.6	1.1	0	-2	0.3	-2.0	-1	-9	35
CC(C)(C)c1ccc(-c2nc3[nH]c(=O)cc(NC(=O)c4ccco4)n3n2)cc1	0.8	0.0	8	-4	2.9	-18	-1	7	5
Cc1ccc(CN(CC(=O)NCCc2ccccc2)C(=O)CCCC(=O)Nc2cc(C)on2)cc1	-0.4	0.7	-4	0	.	-0.9	0	-2	30
CCn1nnnc1SCC(=O)Nc1ccc2c(c1)OCO2	-0.2	0.1	7	-5	.	-0.1	-21	11	5
